NSD2 inh: NSD2 (human) methyltransferase inhibition | NSD2 peptide methylation, AlphaScreen, 120 min | inhibition, % at 12.5 µM | 310,000 tested, 0.54% active; in the data active means inhibition above about 50%
Target sequence (O96028 whole entry, looked up): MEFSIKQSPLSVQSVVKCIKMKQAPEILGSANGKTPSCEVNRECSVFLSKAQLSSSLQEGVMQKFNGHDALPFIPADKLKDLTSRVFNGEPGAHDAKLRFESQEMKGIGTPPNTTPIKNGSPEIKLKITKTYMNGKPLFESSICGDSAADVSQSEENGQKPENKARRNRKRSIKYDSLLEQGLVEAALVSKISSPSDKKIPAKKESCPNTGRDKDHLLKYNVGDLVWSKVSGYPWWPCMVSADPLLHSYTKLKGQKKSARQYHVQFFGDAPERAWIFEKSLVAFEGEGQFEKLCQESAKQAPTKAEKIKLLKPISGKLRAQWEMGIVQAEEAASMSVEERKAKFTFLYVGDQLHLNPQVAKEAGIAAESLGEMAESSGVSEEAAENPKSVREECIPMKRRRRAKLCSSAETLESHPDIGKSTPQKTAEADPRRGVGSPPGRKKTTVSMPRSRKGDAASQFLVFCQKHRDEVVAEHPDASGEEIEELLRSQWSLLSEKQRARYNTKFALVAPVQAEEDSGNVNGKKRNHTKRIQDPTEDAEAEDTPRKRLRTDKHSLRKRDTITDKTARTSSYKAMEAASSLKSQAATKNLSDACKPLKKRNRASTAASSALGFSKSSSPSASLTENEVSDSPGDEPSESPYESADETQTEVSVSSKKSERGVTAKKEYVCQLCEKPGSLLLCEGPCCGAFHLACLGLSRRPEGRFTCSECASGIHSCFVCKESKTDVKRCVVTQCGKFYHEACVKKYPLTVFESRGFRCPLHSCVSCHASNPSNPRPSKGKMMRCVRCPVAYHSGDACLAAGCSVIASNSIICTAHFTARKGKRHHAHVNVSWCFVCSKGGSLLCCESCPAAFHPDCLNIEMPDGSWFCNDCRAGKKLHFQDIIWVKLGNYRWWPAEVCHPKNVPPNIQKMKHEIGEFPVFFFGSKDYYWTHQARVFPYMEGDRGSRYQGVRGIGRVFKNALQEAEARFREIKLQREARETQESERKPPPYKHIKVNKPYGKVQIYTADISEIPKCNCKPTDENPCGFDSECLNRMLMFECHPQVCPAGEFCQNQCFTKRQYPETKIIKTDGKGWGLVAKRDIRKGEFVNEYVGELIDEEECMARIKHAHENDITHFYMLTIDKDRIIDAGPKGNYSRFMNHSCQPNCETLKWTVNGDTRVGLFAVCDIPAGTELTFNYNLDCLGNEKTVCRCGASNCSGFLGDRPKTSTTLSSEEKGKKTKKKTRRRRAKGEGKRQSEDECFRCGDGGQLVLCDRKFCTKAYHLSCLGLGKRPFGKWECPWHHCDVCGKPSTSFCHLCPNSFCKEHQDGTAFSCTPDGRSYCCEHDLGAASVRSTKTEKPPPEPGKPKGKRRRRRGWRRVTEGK
* marks the source's active call; other numbers are inactive results. This is a subset (hit frequency here may not be typical).

SMILES | NSD2 inh
O=C(Cn1cnc([N+](=O)[O-])c1)Nc1ccc(Cl)cc1Cl | -5
CCn1c2ccc(OC)cc2c2nc3ccccc3nc21 | 17
O=C(NNC(=O)c1cccs1)c1ccccn1 | -8
CN(C)C(=O)N1CCc2ccc([N+](=O)[O-])cc21 | -6
Cc1nn(CC(=O)NC2CCCCC2)c(C)c1[N+](=O)[O-] | -1
COc1cc(CNc2ncnc3c2ncn3[C@H]2CN(Cc3cccs3)C[C@@H](CO)O2)cc(OC)c1OC | -3
CC1(C(=O)NCCC#N)CCN1C(=O)Cc1ccc(-c2ccccc2)cc1 (stereo not drawn) | -3
Nn1c(SCc2ccc(Br)cc2)nnc1-c1n[nH]c2c1CCC2 | 2
CCOC(=O)C[C@@H]1OC[C@H](C(C)C)N1S(=O)(=O)c1ccc(C)cc1 | -5
O=C(CNC(=O)c1cccc(-n2cccc2)c1)Nc1ccccc1Br | 3
COc1ccc(-n2c(=O)c3c4c(sc3n(CC(=O)NCC3CCCO3)c2=O)CN(C(C)=O)CC4)cc1OC (stereo not drawn) | 0
Cc1occc1-c1nnc(SCC(=O)NCc2ccc(Cl)cc2)n1-c1ccccc1 | -3
O=C(COc1cccc(F)c1)Nc1nc(-c2ccccn2)cs1 | -1
N#Cc1ccc(S(=O)(=O)N2CCCCC2c2cc(C(=O)Nc3cccc4c3CCCC4)no2)cc1 (stereo not drawn) | -2
O=C(COC(=O)CSc1ccc(F)cc1)NC1CC1 | 1
CCN(CC)CCN1CCN(c2cnc(C)cn2)CC1 | -25
CCCOc1ccc(F)cc1-c1cc(C(=O)Nc2ccc(OC)nc2)[nH]n1 | 1
COc1ccc(NC(=O)c2ccc(Cl)c(NC(=O)c3cccnc3)c2)cc1 | 0
COC(=O)C1=C(C)N(C)C(=NCc2ccccc2C(F)(F)F)NC1c1ccc(Cl)cc1 (stereo not drawn) | 27
Oc1ccc(Nc2ccc3ccccc3c2)cc1 | 4
O=C(COC(=O)c1ccc(F)c(S(=O)(=O)N2CCOCC2)c1)Nc1ccc(Cl)cn1 | -2
CCOc1cc(N2CCOCC2)c(OCC)cc1NS(=O)(=O)c1ccc2c(c1)CC(=O)N2 | 0
O=C(Nc1ccccc1Cl)c1cc(C2CCCN(C(=O)c3ccc4c(c3)CCO4)C2)on1 (stereo not drawn) | 0
CCOCCC(=O)Nc1ccc2c(c1)c(=O)n(C)n2-c1ccccc1F | -5
O=C(CCNC(=O)N1CC(=O)Nc2ccccc21)NCc1ccccc1Cl | -1
COc1cccc(CNc2nc3cc(-c4ccccc4C)sc3c(=O)n2C)c1OC | 0
COc1ccc(Nc2nnc(-c3ccc4c(c3)OCO4)o2)cc1 | -3
CC1(C(=O)NS(=O)(=O)c2ccccc2C(F)(F)F)CCN1C(=O)CCc1ccccc1 (stereo not drawn) | 5
COc1ccccc1-c1cnc(C(O)c2ccc(Cl)c(F)c2)[nH]1 (stereo not drawn) | 1
COc1cc(N)c2ncccc2c1SC | 8
COc1ccc(-c2csc(C(C)(O)c3ccccc3)n2)cc1OC (stereo not drawn) | 3
Cn1cc(-c2csc(C(O)c3ccccc3)n2)cn1 (stereo not drawn) | -2
O=C(CSc1nc2ccccc2n1Cc1ccccc1Cl)N/N=C\c1c[nH]c2ccccc12 | 3
O=C(Oc1ccc[nH]c1=O)c1ccccc1 | -2
O=C1CCC[C@H]2C[C@H](NCc3ccc(Cl)c(Cl)c3)CC[C@]23CCCN13 | 1
CCOc1ccc(Oc2ccc(NS(=O)(=O)c3ccc(CCC(=O)O)cc3)cc2)cc1 | 2
CCCCC(=O)N(C)c1c(CC)nc2c(OCc3ccc(C#N)cc3)cccn12 | -1
CCOC(=O)C1(C)CCN1C(=O)c1cccc(C(F)(F)F)c1 (stereo not drawn) | 4
Cc1c(-c2ccccc2)n(O)[n+]([O-])c1-c1ccccc1 | 0
Cc1cccc(C)c1Nc1n[nH]c(=S)s1 | 0
CCC(=O)N1CCCC1(C)C(=O)Nc1ccc2c(c1)CCN2C(C)=O (stereo not drawn) | -8
CCC[C@H]1[C@@H](OC(=O)NCc2cccs2)CC[C@@]23CCCN2C(=O)CCC[C@@H]13 | -2
CC1(C(=O)NC2CCN(Cc3ccccc3)CC2)CCN1Cc1cc2ccccc2o1 (stereo not drawn) | 8
COc1cccc(N(CC(=O)N2CCN(Cc3ccccc3)CC2)S(C)(=O)=O)c1 | 12
COc1ccc(S(=O)(=O)N(C)C)cc1NCC(=O)Nc1ccc(C)c(F)c1 | 3
COc1ccc(Cl)cc1-c1cc(C(=O)Nc2ccccc2)[nH]n1 | 1
Cc1c(C(=O)c2ccc(F)cc2F)c2ccccn2c1CCc1ccccn1 | 5
COc1ccc(-n2c(SCc3nc4ccccc4[nH]3)nc3ccccc3c2=O)cc1 | 7
CCCS(=O)(=O)NC(=O)C1(C)CCN(C(=O)c2ccc3c(c2)OCO3)C1 (stereo not drawn) | 12
O=C(COC(=O)c1ccc(Sc2ncn[nH]2)c([N+](=O)[O-])c1)Nc1ccc(Cl)cc1 | 2
Cc1ccc(NC(=O)[C@@H]2CCCN2S(=O)(=O)c2cccc3cccnc23)c(C)c1 | -4
Cc1ccn2c(=S)[nH]nc2c1 | -4
Cc1cc(=O)oc2cc(OCc3c(F)cccc3Cl)ccc12 | 4
CCNC(=O)C1(C)CCCN1C(=O)c1cnc2ccccc2n1 (stereo not drawn) | 5
O=[N+]([O-])c1ccc(Sc2nnnn2-c2ccccc2)nc1 | 7
Cc1ccccc1NC(=O)C(C)OC(=O)CCC(=O)c1ccccc1 (stereo not drawn) | -1
OC[C@@H]1CN(Cc2cccc3ccccc23)C[C@H](n2cnc3c(NCc4ccco4)ncnc32)O1 | 1
O=C(NCc1ccc(F)cc1)c1cc(C2CCCCN2S(=O)(=O)c2cccc3cccnc23)on1 (stereo not drawn) | -1
CCCN(C(=O)CCc1cn(CCC)c2ccccc12)c1ccc(Oc2cccnc2)cc1 | 1
Cc1ccc(-c2nnc(SCC(=O)Nc3ccc(F)cc3F)n2Cc2ccco2)cc1 | 0

Some of the entries above in a different format:
Cc1ccccc1NC(=O)C(C)OC(=O)CCC(=O)c1ccccc1 (stereo not drawn)
  NSD2 inh = -1

OC[C@@H]1CN(Cc2cccc3ccccc23)C[C@H](n2cnc3c(NCc4ccco4)ncnc32)O1
  NSD2 inh = 1

O=C(NCc1ccc(F)cc1)c1cc(C2CCCCN2S(=O)(=O)c2cccc3cccnc23)on1 (stereo not drawn)
  NSD2 inh = -1

Next part.
SMILES | NSD2 inh
CCOC(=O)C1CCCN(C(=O)c2cccc(OC(F)(F)F)c2)CC1 (stereo not drawn) | -1
NC(=O)C1=CN([C@@H]2O[C@H](COP(=O)(O)OP(=O)(O)OC[C@H]3O[C@@H](n4cnc5c(N)ncnc54)[C@H](O)[C@@H]3O)[C@@H](O)[C@H]2O)C=CC1 | -4
CC(C)(C)c1ccc(CC(=O)N2CCC2(C)C(=O)Nc2ccc(F)cc2F)cc1 (stereo not drawn) | 0
COc1cccc(C(O)c2nc(-c3ccc(F)c(Cl)c3)cs2)c1 (stereo not drawn) | -4
Cn1nc(C(C)(C)C)cc1C(=O)N1CCCCC1c1cc(C(=O)NCc2ccccc2)no1 (stereo not drawn) | 2
Cc1ccc(NC(=O)[C@@H]2O[C@H](CO)[C@H](O)[C@H](O)[C@H]2O)cc1C(F)(F)F | 0
COc1ccc(C=C2Cc3ccccc3C2=O)cc1 | -3
COc1cccc(-c2nnc3n2N=C(c2ccc(Cl)cc2)CS3)c1 | -12
CCNC(=O)C1CCCN(C(=O)c2ccc(F)c(Cl)c2)CC1 (stereo not drawn) | 0
CC1(C(=O)NCCC#N)CCN1C(=O)CC(c1ccccc1)c1ccccc1 (stereo not drawn) | -3
O=C(NCc1ccccc1)c1cc(C2CCCCN2C(=O)c2ccc3c(c2)CCO3)on1 (stereo not drawn) | -1
CC(C)Oc1cc(F)ccc1-c1cc(C(=O)Nc2ccc(C(C)C)cc2)[nH]n1 | -1
CN1C(=O)c2ccccc2Cc2c(NCc3ccccc3)ncnc21 | 0
CSc1ccc(CN2C(=O)C(C)Oc3c(C(C)=O)cccc32)cc1 (stereo not drawn) | -1
Cn1cccc([N+](=O)[O-])c1=O | -9
COCCNC(=O)C1(C)CCCN(C(=O)c2ccc(N(C)C)cc2)C1 (stereo not drawn) | 17
O=C(COC(=O)c1cc(S(=O)(=O)N2CCOCC2)ccc1Cl)c1ccc[nH]1 | 0
CCc1ccc2c(c1)NC(=O)C2(C)Cc1ccccc1C#N (stereo not drawn) | 22
Cc1ccc(C)c(NC(=O)C2(C)CCN2C(=O)C(C)C)c1 (stereo not drawn) | -1
OC(c1ccccc1)c1ncc(-c2cccc(OCc3ccccc3)c2)[nH]1 (stereo not drawn) | 5
COc1ccc(S(=O)(=O)NC(=O)C2(C)CCN2C(=O)C(C)(C)c2ccccc2)cc1 (stereo not drawn) | 0
CCc1nc2c(OCc3cccc(Cl)c3)cccn2c1N(C)C(=O)c1ccncc1 | -5
Oc1ccc(-c2cnc3c(Nc4cccc(OC(F)(F)C(F)F)c4)nccn23)cc1 | -2
COCCNc1nc(Nc2ccc(C(=O)OC)cc2)c2sccc2n1 | 16
Cn1c(=O)c2cc(NC(=O)CCc3cccnc3)ccc2n1Cc1ccc(F)cc1 | 0
CCc1nc2c(OCc3cccc(Cl)c3)cccn2c1N(C)C(=O)c1ccc(OC)cc1 | 1
CC(=O)Nc1ccc(NC(=O)c2csc([C@H]3C[C@H](O)[C@@H](CO)O3)n2)cc1 | 0
CCC(=O)Nc1ccc(Cl)cc1C(=O)c1ccc[nH]1 | 0
COCCCNC(=O)Cn1nc(Cc2ccncc2)c2ccccc2c1=O | -6
Cc1cc(C)nc(Nc2nc(C(N)Cc3ccc(F)cc3)cs2)n1 (stereo not drawn) | 14
CN(C)c1ccc(C=C(C#N)C(=O)c2ccccc2)cc1Br | -6
O=C(Nc1ccncc1)c1cc(-c2ccccc2)nc2ccccc12 | -1
CC(=O)Nc1ccc(C=Cc2ccc([N+](=O)[O-])cc2)cc1 | -2
O=C(CCn1nnc2ccccc21)N1CCN(c2ccccc2F)CC1 | 6
Cc1ccc2cccc([N+](=O)[O-])c2n1 | 1
COc1cc(CNC(=O)c2cc(-c3cc(Cl)ccc3OC)n[nH]2)cc(OC)c1 | -1

Another view of part of the listing above:
smiles,NSD2 inh
COc1ccccc1-c1cnc(C(O)c2ccc(Cl)c(F)c2)[nH]1 (stereo not drawn),1
CC1(C(=O)NCCC#N)CCN1C(=O)Cc1ccc(-c2ccccc2)cc1 (stereo not drawn),-3
CCC[C@H]1[C@@H](OC(=O)NCc2cccs2)CC[C@@]23CCCN2C(=O)CCC[C@@H]13,-2

(more compounds)
SMILES | NSD2 inh
CCCc1c(C(=O)N/N=C/c2ccoc2)nnn1-c1nonc1N | 2
CN(C)C(=S)Oc1ccccc1C1(C)OCCO1 | -2
Cc1cc(C)n2nc(-c3ccc(F)cc3)cc2n1 | -1
COCCNc1nc(Nc2ccc(C#N)cc2)c2sccc2n1 | -1
COc1ccc(C(=O)N2CCC2(C)C(=O)NC(C)C)cc1OC (stereo not drawn) | -1
COc1cccc(-c2cnc(C(O)c3ccc(-c4ccccc4)cc3)[nH]2)c1 (stereo not drawn) | -3
COc1ccc(C(NC(=O)C2CCN(CCOc3ccc(Cl)cc3Cl)CC2)c2ccccc2C)cn1 (stereo not drawn) | -2
Cc1cc(=O)[nH]c(SCC(=O)Nc2ccc(F)c(F)c2)n1 | -7
CC(NC(=O)C1CCCN1C(=O)OC(C)(C)C)C(=O)OCc1ccccc1 (stereo not drawn) | 12
CCOC(=O)C1(C)CCCN(C(=O)c2cc(F)cc(F)c2)C1 (stereo not drawn) | -3
CC(C)CNC(=O)C1(C)CCCCCN1C(=O)c1cccnc1 (stereo not drawn) | 2
O=C(c1cnc(Cl)c(Cl)c1)N1CCN(S(=O)(=O)c2cccs2)CC1 | 0

Looked up above.
`O=C(c1cnc(Cl)c(Cl)c1)N1CCN(S(=O)(=O)c2cccs2)CC1` @ NSD2 inh = 0
`CN(C)C(=S)Oc1ccccc1C1(C)OCCO1` @ NSD2 inh = -2
`COCCNc1nc(Nc2ccc(C#N)cc2)c2sccc2n1` @ NSD2 inh = -1
`COc1ccc(C(NC(=O)C2CCN(CCOc3ccc(Cl)cc3Cl)CC2)c2ccccc2C)cn1` (stereo not drawn) @ NSD2 inh = -2

Going on with the list:
SMILES | NSD2 inh
CC1=CC(Cc2ccccc2)N(C)C(C(N)=O)C1 (stereo not drawn) | 0
CCCNC(=O)Nc1nc(C(N)c2ccc(OC)cc2)cs1 (stereo not drawn) | 0
CCCC(=O)N1CCC1(C)C(=O)NS(=O)(=O)c1cc(C)ccc1F (stereo not drawn) | -3
CC1(Oc2ccc3ccccc3c2)CCN(Cc2ccc(OC(F)(F)F)cc2)C1 (stereo not drawn) | 0
CC(=O)c1ccccc1C(=O)N1CCCC(CNC(=O)c2ccc(F)cc2)C1 (stereo not drawn) | 0
Cc1cccc(NC(=O)CN2CCN(C(=O)CNC(=O)c3ccc(-c4ccccc4)cc3)CC2)c1C | -3
CC(C)CNC(=S)N1CCC(C(=O)c2ccc(Cl)cc2)CC1 | -2
CC(=O)NCCNc1nc2cc(-c3ccccc3)sc2c(=O)n1C | -1
COc1ccc(C(=O)N=c2c(C#N)cc3c(=O)n4cccc(C)c4nc3n2Cc2ccco2)cc1 | 2
COc1ccc(CC(N)c2csc(NC(=O)Nc3ccccc3C(C)C)n2)cc1 (stereo not drawn) | 4
Cc1ccc(Cn2cc(COC(=O)N(C)Cc3ccccc3)nn2)cc1 | -2

Of the compounds above, these have a tert-butyl group:
SMILES | NSD2 inh
CC(C)(C)c1ccc(CC(=O)N2CCC2(C)C(=O)Nc2ccc(F)cc2F)cc1 (stereo not drawn) | 0
Cn1nc(C(C)(C)C)cc1C(=O)N1CCCCC1c1cc(C(=O)NCc2ccccc2)no1 (stereo not drawn) | 2
CC(NC(=O)C1CCCN1C(=O)OC(C)(C)C)C(=O)OCc1ccccc1 (stereo not drawn) | 12

Screening data deposited in PubChem by Broad Institute.
